Bioassay records: PubChem BioAssay, several laboratories
NALP1 inh: NALP1 inhibition; S. cerevisiae NALP1/ASC/caspase-1 growth, X-gal OD620, 72 h; inhibition, % at 10 µM; 280,000 compounds, 0.61% hits; AID 2071; in the data active = inhibition mostly above about 24%, no sharp cut-off; inactive = mostly below about 32%; also: some compounds called inactive have numbers as strong as hits
M18AAP inhibitor: blocks P. falciparum M18 aspartyl aminopeptidase; recombinant PfM18AAP, H-Glu-NHMec fluorogenic cleavage; 290,000 compounds, 1.2% hits; inhibition, % at 7.35 µM; AID 1822;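 active = inhibition above the campaign mean inhibition over all tested compounds plus 3 SD, cut at about 28% in these data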;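 also: 0% = plate median of test compound wells and 100% = 2 mM ZnCl2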
UBC9 SUMO inh: SUMOylation inhibition; 290,000 compounds, 0.36% hits; HTRF SUMOylation assay, SAE1/SAE2 + UBC9, in vitro; AID 2006; inhibition, % at 35 µM; in the data active = inhibition above about 50%, passing the limit was not always enough; also: strong numbers were not always called active
Target sequence (P63279 whole entry, looked up): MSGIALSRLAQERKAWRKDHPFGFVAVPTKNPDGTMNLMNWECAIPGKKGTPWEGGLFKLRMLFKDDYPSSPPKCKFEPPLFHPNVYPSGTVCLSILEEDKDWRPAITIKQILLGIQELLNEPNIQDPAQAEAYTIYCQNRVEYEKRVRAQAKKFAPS
VIM-2 inh: blocks Pseudomonas aeruginosa VIM-2 metallo-beta-lactamase | purified VIM-2, nitrocefin hydrolysis, epi-absorbance fluorescence | inhibition, % at 5.6 µM | 290,000 compounds, 0.89% hits | AID 1527;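 active = inhibition above the mean of all tested compounds plus 3 SD, cutoff set per screening run, cut at about 7.5% in these data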;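 also: red hydrolysis product quenches plate fluorescence so inhibitors raise well fluorescence; 0% = enzyme with DMSO and 100% = DMSO without enzyme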
IMP-1 inhibitor: blocks Pseudomonas aeruginosa IMP-1 metallo-beta-lactamase; purified IMP-1, nitrocefin hydrolysis, epi-absorbance fluorescence; inhibition, % at 5.6 µM; 290,000 compounds, 0.45% hits; AID 1556;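 active = inhibition above the mean plus 3 SD of all compounds in the same screening run, cut at about 4.5% in these data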;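 also: 0% = IMP-1 with DMSO and 100% = DMSO wells lacking enzyme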
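Assay system: purified IMP-1; Quantity: IMP-1 0.2 nM before substrate addition; Medium: HEPES buffer pH 7.1 with ZnSO4 and Brij 35; Incubation: 15 min enzyme–compound preincubation, then 25 min nitrocefin reaction, 25 °C; Signal: fluorescence quenching readout, ex 480/em 530 nm; Controls: DMSO with and without IMP-1; Repeats: singlicate testing.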
FID counter: fluorescent intercalator displacement, NS3 helicase counter-screen; DNA fluorescent intercalator displacement, fluorescence; inhibition, % at 7.9 µM; 290,000 compounds, 0.17% hits; AID 1845; in the data active = inhibition above about 37%;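 also: 0% = vehicle and 100% = reference compound; higher means more ethidium bromide displaced from hairpin DNA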
MEKK2mut PB1 HTS: signal of MEK5 binding to mutant human MEKK2 PB1 domain | bead flow cytometry, Alexa488-MEK5 binding to MEKK2 mutant | percent response, % at 10 µM | 290,000 compounds, 0.35% hits; in the data active = percent response above about 24%, passing the limit was not always enough; also: inactives centre near 1; some results filed as inactive read as strong as hits
MEKK2wt PB1 HTS: raises or lowers MEK5 binding to wildtype human MEKK2 PB1 domain | Q9Y2U5 | bead flow cytometry, Alexa488-MEK5 binding to MEKK2 WT; actives lie on both sides | binding response (% of control), % at 10 µM | 290,000 compounds, 1.1% hits; in the data active = binding response below about 67% or above about 130%
HCV NS3 hel inh: inhibitors of Hepatitis C virus NS3 helicase | NS3 helicase DNA unwinding, Cy5 molecular beacon fluorescence | inhibition, % at 10.9 µM | 290,000 compounds, 0.56% hits;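 active = inhibition above the mean of all tested compounds plus 3 SD, set per campaign, cut at about 35% in these data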;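 also: 0% = DMSO wells and 100% = thioflavine S control wells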
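Material: hepatitis C virus NS3 helicase domain fragment enzyme; measured by: Cy5 fluorescence, 0 and 60 min reads; control set: DMSO and thioflavine S; incubation: 60 min unwinding reaction at 25 °C after ATP addition; read-out basis: % inhibition from 60/0 min fluorescence ratio, DMSO 0%, thioflavine S 100%; repeats: singlicate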
The depositor's hits bear a star. Rows are unselected. Share with any hit: about 4.7%.

`CCS(=O)(=O)c1ccc2oc(Nc3ccc(C(C)C)cc3)nc2c1` gave NALP1 inh -7, M18AAP inhibitor 10, UBC9 SUMO inh 9, VIM-2 inh -3.5, IMP-1 inhibitor -3.5, FID counter -9, MEKK2mut PB1 HTS -3, MEKK2wt PB1 HTS 101 and HCV NS3 hel inh -8.
Screening C=CCc1ccc(OCCOCCNCCOC)c(OC)c1 returned NALP1 inh 6, M18AAP inhibitor 5, UBC9 SUMO inh -27, VIM-2 inh 0.8, IMP-1 inhibitor 1.0, FID counter 10, MEKK2mut PB1 HTS 5, MEKK2wt PB1 HTS 111 and HCV NS3 hel inh 5.
Screening O=C(c1ccc(CS(=O)(=O)c2ccccc2)o1)N1CCN(c2ncccn2)CC1 returned NALP1 inh 5, M18AAP inhibitor 3, UBC9 SUMO inh 12, VIM-2 inh -3.3, IMP-1 inhibitor 1.4, FID counter -19, MEKK2mut PB1 HTS 9, MEKK2wt PB1 HTS 113 and HCV NS3 hel inh 4.
Cc1c(CN(C)CCc2ccccc2)c(=O)n(-c2ccccc2)n1C was read as NALP1 inh 9, M18AAP inhibitor 4, UBC9 SUMO inh 15, VIM-2 inh -3.8, IMP-1 inhibitor -3.4, FID counter 5, MEKK2mut PB1 HTS 6, MEKK2wt PB1 HTS 108 and HCV NS3 hel inh 6.
CCOC(=O)c1cnn2c(C(F)(F)F)cc(-c3ccco3)nc12 was read as NALP1 inh 15, M18AAP inhibitor -13, UBC9 SUMO inh 44, VIM-2 inh 4.1, IMP-1 inhibitor -1.9, FID counter -7, MEKK2mut PB1 HTS 5, MEKK2wt PB1 HTS 101 and HCV NS3 hel inh 10.
Screening COc1ccc(CC(=O)NCC(c2ccc(OC)cc2)N(C)C)cc1 (centres undefined) returned NALP1 inh 14, M18AAP inhibitor -3, UBC9 SUMO inh 8, VIM-2 inh -2.4, IMP-1 inhibitor -2.2, FID counter 2, MEKK2mut PB1 HTS 3, MEKK2wt PB1 HTS 100 and HCV NS3 hel inh 5.
Screening Cc1cc(-c2ccc(C(=O)O)s2)cnc1N returned NALP1 inh -1, M18AAP inhibitor -1, UBC9 SUMO inh 41, VIM-2 inh 0.8, IMP-1 inhibitor -0.9, FID counter 0, MEKK2mut PB1 HTS -2, MEKK2wt PB1 HTS 96 and HCV NS3 hel inh -5.
`COc1cccc(C(=O)Cn2c(=O)n(CCC(=O)NCC3CCCO3)c(=O)c3cc(OC)c(OC)cc32)c1` (centres undefined) gave NALP1 inh 4, M18AAP inhibitor 10, UBC9 SUMO inh 2, VIM-2 inh -2.6, IMP-1 inhibitor -1.7, FID counter -38, MEKK2mut PB1 HTS 8, MEKK2wt PB1 HTS 107 and HCV NS3 hel inh -7.
For COCCn1c(C)cc(C(=O)COC(=O)c2ccc[nH]c2=O)c1C the results were NALP1 inh 29, M18AAP inhibitor -3, UBC9 SUMO inh -10, VIM-2 inh 0.3, IMP-1 inhibitor -1.1, FID counter -1, MEKK2mut PB1 HTS -1, MEKK2wt PB1 HTS 99 and HCV NS3 hel inh 13.
Screening CC(C)c1ccc(NC(=S)NN2CCN(C)CC2)cc1 returned NALP1 inh -7, M18AAP inhibitor -3, UBC9 SUMO inh -1, VIM-2 inh -0.2, IMP-1 inhibitor -2.7, FID counter -1, MEKK2mut PB1 HTS 0, MEKK2wt PB1 HTS 103 and HCV NS3 hel inh -6.
For CC1CCCCN1C(=O)CCS(=O)(=O)c1cc2c(cc1Cl)NC(=O)CO2 (centres undefined) the results were NALP1 inh 3, M18AAP inhibitor -7, UBC9 SUMO inh -2, VIM-2 inh -3.0, IMP-1 inhibitor -3.9, FID counter -14, MEKK2mut PB1 HTS 2, MEKK2wt PB1 HTS 100 and HCV NS3 hel inh 20.
Screening Cc1cc(C)c2[nH]c(=O)c(C(c3nnnn3C(C)(C)C)N3CCN(C(=O)c4ccco4)CC3)cc2c1 (centres undefined) returned NALP1 inh 18, M18AAP inhibitor 4, UBC9 SUMO inh 23, VIM-2 inh -1.4, IMP-1 inhibitor -1.6, FID counter -10 and HCV NS3 hel inh -10.
Screening CCOC(=O)NNc1ccc2nonc2c1[N+](=O)[O-] returned NALP1 inh 10, M18AAP inhibitor 21, UBC9 SUMO inh 77*, VIM-2 inh -3.2, IMP-1 inhibitor -3.1, FID counter 0, MEKK2mut PB1 HTS -17, MEKK2wt PB1 HTS 92 and HCV NS3 hel inh 1.
`O=C(COc1cnc2ccccc2n1)NCCC1=CCCCC1` gave NALP1 inh 19, M18AAP inhibitor 1, UBC9 SUMO inh 10, VIM-2 inh -2.2, IMP-1 inhibitor -2.4, FID counter -8, MEKK2mut PB1 HTS 0, MEKK2wt PB1 HTS 96 and HCV NS3 hel inh 8.
For NC(=S)Nc1ccc(F)cc1F the results were NALP1 inh -16, M18AAP inhibitor -3, UBC9 SUMO inh -4, VIM-2 inh -1.6, IMP-1 inhibitor -0.7, FID counter 4, MEKK2mut PB1 HTS 3, MEKK2wt PB1 HTS 106 and HCV NS3 hel inh 0.
O=C(NCc1ccc2c(c1)OCO2)c1ccc(CN2CCOCC2)cc1 was read as NALP1 inh 16, M18AAP inhibitor 2, UBC9 SUMO inh 1, VIM-2 inh -3.9, IMP-1 inhibitor -3.2, FID counter -4, MEKK2mut PB1 HTS 7, MEKK2wt PB1 HTS 110 and HCV NS3 hel inh 4.
Cc1noc(/C=C/N(C)C)c1S(=O)(=O)N1CCC(C(=O)O)CC1 was read as NALP1 inh 16, M18AAP inhibitor 1, UBC9 SUMO inh 9, VIM-2 inh -3.5, IMP-1 inhibitor -0.5, FID counter -35, MEKK2mut PB1 HTS 7, MEKK2wt PB1 HTS 103 and HCV NS3 hel inh 4.
O=C(N/N=C/C=C/c1ccco1)C(O)c1ccccc1 (centres undefined) was read as M18AAP inhibitor 5, VIM-2 inh -5.5, IMP-1 inhibitor -2.8, FID counter -4, MEKK2mut PB1 HTS -5, MEKK2wt PB1 HTS 92 and HCV NS3 hel inh 14.
Screening C=CCn1c(CCC(O)COCCC)n[nH]c1=S (centres undefined) returned NALP1 inh -3, M18AAP inhibitor -1, UBC9 SUMO inh 26, VIM-2 inh 2.0, IMP-1 inhibitor -0.7, FID counter 9, MEKK2mut PB1 HTS -12, MEKK2wt PB1 HTS 74 and HCV NS3 hel inh -9.
`S=c1[nH]nc(C2CCCCC2)n1/N=C/c1ccncc1` gave NALP1 inh -10, M18AAP inhibitor 15, UBC9 SUMO inh -11, VIM-2 inh -2.7, IMP-1 inhibitor -3.4, FID counter -5, MEKK2mut PB1 HTS 4, MEKK2wt PB1 HTS 102 and HCV NS3 hel inh -5.
Cc1ccc(SC(C)C(=O)Nc2ccncc2)cc1 (centres undefined) was read as NALP1 inh 28, M18AAP inhibitor -7, UBC9 SUMO inh 3, VIM-2 inh -4.9, IMP-1 inhibitor -4.1, FID counter -1, MEKK2mut PB1 HTS 9, MEKK2wt PB1 HTS 105 and HCV NS3 hel inh -3.
Screening O=C(NNC(=S)NC(=O)c1ccccc1[N+](=O)[O-])c1ccccc1Cl returned NALP1 inh -10, M18AAP inhibitor 16, UBC9 SUMO inh -30, VIM-2 inh 0.3, IMP-1 inhibitor -2.5, FID counter -5, MEKK2mut PB1 HTS 0, MEKK2wt PB1 HTS 111 and HCV NS3 hel inh 4.
`CC(=O)N(/N=C/c1cccc(C)c1)c1nc(-c2ccc(Br)cc2)cs1` gave NALP1 inh 12, M18AAP inhibitor -5, UBC9 SUMO inh 2, VIM-2 inh -3.0, IMP-1 inhibitor -0.1, FID counter -4, MEKK2mut PB1 HTS 1, MEKK2wt PB1 HTS 99 and HCV NS3 hel inh -1.
`CCC(C)NC(=O)CSc1nc2c(sc3ccccc32)c(=O)n1CCCN1CCOCC1` (centres undefined) gave NALP1 inh 11, M18AAP inhibitor 5, UBC9 SUMO inh 14, VIM-2 inh -2.0, IMP-1 inhibitor -1.5, FID counter 3, MEKK2mut PB1 HTS -2, MEKK2wt PB1 HTS 102 and HCV NS3 hel inh 0.
For COc1cc2c(cc1OC)[C@@H](Cc1ccc(OCCC#N)cc1)N(C)CC2 the results were NALP1 inh 4, M18AAP inhibitor 7, UBC9 SUMO inh 15, VIM-2 inh -1.6, IMP-1 inhibitor -3.0, FID counter -2, MEKK2mut PB1 HTS 2, MEKK2wt PB1 HTS 104 and HCV NS3 hel inh 3.
For COc1ccc2c(C(=O)CN3CCN(c4ccccc4)CC3)c[nH]c2c1 the results were NALP1 inh 12, M18AAP inhibitor -2, UBC9 SUMO inh 6, VIM-2 inh -1.9, IMP-1 inhibitor -6.5, FID counter 2, MEKK2mut PB1 HTS 67*, MEKK2wt PB1 HTS 33* and HCV NS3 hel inh 0.
Screening C=Cc1ccc(CN2CCCN(Cc3ccc(Cl)cc3)S2(=O)=O)cc1 returned NALP1 inh -5, M18AAP inhibitor -4, UBC9 SUMO inh -14, VIM-2 inh -0.5, IMP-1 inhibitor -1.7, FID counter -11, MEKK2mut PB1 HTS 1, MEKK2wt PB1 HTS 102 and HCV NS3 hel inh -17.
Cn1c(=O)oc2cc(S(=O)(=O)N3CCCC(C(=O)Nc4ccc5c(c4)OCCO5)C3)ccc21 (centres undefined) was read as NALP1 inh 30, M18AAP inhibitor 7, UBC9 SUMO inh 4, VIM-2 inh 0.7, IMP-1 inhibitor -3.0, FID counter -22, MEKK2mut PB1 HTS 2, MEKK2wt PB1 HTS 109 and HCV NS3 hel inh 0.
For COc1ccc(-c2nnc(-c3ccccc3O)o2)cc1 the results were NALP1 inh 12, M18AAP inhibitor -8, UBC9 SUMO inh 26, VIM-2 inh -0.2, IMP-1 inhibitor -1.0, FID counter -13, MEKK2mut PB1 HTS 4, MEKK2wt PB1 HTS 107 and HCV NS3 hel inh 0.
For COc1cccc(OCC(=O)NNC(=O)c2ccc(-c3ccccc3)cc2)c1 the results were NALP1 inh 18, M18AAP inhibitor -11, UBC9 SUMO inh 22, VIM-2 inh 0.1, IMP-1 inhibitor -0.5, FID counter 3, MEKK2mut PB1 HTS -1, MEKK2wt PB1 HTS 99 and HCV NS3 hel inh -8.
Screening Nn1c(-c2cccc([N+](=O)[O-])c2)nc2ccccc2c1=O returned NALP1 inh -18, M18AAP inhibitor 1, UBC9 SUMO inh -10, VIM-2 inh -1.8, IMP-1 inhibitor -3.8, FID counter -6, MEKK2mut PB1 HTS 0, MEKK2wt PB1 HTS 106 and HCV NS3 hel inh 2.
For CC(C(=O)NCCCc1ccccc1)c1ccc([N+](=O)[O-])cc1 (centres undefined) the results were NALP1 inh 25, M18AAP inhibitor 2, UBC9 SUMO inh 0, VIM-2 inh -1.8, IMP-1 inhibitor -2.7, FID counter -3, MEKK2mut PB1 HTS 5, MEKK2wt PB1 HTS 104 and HCV NS3 hel inh -2.

Retrieved by compound from above, 2 records:
Cc1ccc(SC(C)C(=O)Nc2ccncc2)cc1 (centres undefined) was read as NALP1 inh 28, M18AAP inhibitor -7, UBC9 SUMO inh 3, VIM-2 inh -4.9, IMP-1 inhibitor -4.1, FID counter -1, MEKK2mut PB1 HTS 9, MEKK2wt PB1 HTS 105 and HCV NS3 hel inh -3.
Screening Nn1c(-c2cccc([N+](=O)[O-])c2)nc2ccccc2c1=O returned NALP1 inh -18, M18AAP inhibitor 1, UBC9 SUMO inh -10, VIM-2 inh -1.8, IMP-1 inhibitor -3.8, FID counter -6, MEKK2mut PB1 HTS 0, MEKK2wt PB1 HTS 106 and HCV NS3 hel inh 2.
